# Screens as filed in PubChem BioAssay.
# Salmonella PhoP GFP = PhoP regulon inhibitors, Salmonella typhi PhoP promoter GFP reporter, confirmatory (AID 1850). Salmonella Typhi PhoP-promoter GFP reporter, fluorescence, 4 h; higher % means a stronger effect. one-dose inhibition, % at 50 µM; IC50 in µM for titrated hits. hit rate 0.33% among 310,000; in the data active = a potency from the dose series; inconclusive = inhibition mostly from about 25% at the one dose, without a potency; inactive = the rest, 99 in 100 with inhibition below about 19%;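 also: 0% = induced wells with vehicle and 100% = uninduced wells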
# tuberculosis growth = growth inhibition of non-replicating M. tuberculosis (AID 488890); Mycobacterium tuberculosis non-replicating, growth inhibition; higher % means a stronger effect; one-dose inhibition, % at 25 µM; IC50 in µM for titrated hits; hit rate 0.39% among 320,000; in the data active = a potency from the dose series; inconclusive = inhibition mostly from about 82% at the one dose, without a potency; inactive = the rest, 99 in 100 with inhibition below about 76%;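 also: plate controls were DMSO cells for no effect and high antibiotic wells for full effect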
# inhibitors of VEEV = inhibitors of VEEV TC-83 cytopathic effect, confirmation, Vero cells (AID 588727). Vero cells, VEEV TC-83 cytopathic effect inhibition; higher % means a stronger effect. inhibition, % at 20 µM, or IC50 in µM where a hit was titrated. hit rate 0.13% among 350,000; in the data active = a potency from the dose series; inconclusive = inhibition mostly from about 14% at the one dose, without a potency; inactive = the rest, 99 in 100 with inhibition below about 12%; also: strong numbers were not always called active
# influenza NS1A = NS1A inhibition, H1N1 influenza, cell based functional assay (AID 504329); NS1A functional cell-based assay, percent inhibition; higher % means a stronger effect; one-dose inhibition, % at 12.5 µM; IC50 in µM for titrated hits; hit rate 0.3% among 340,000; in the data active = a potency from the dose series; inconclusive = inhibition above about 27% without an active follow-up result; also: strong numbers were not always called active
# H37Rv inhibition = M. tuberculosis growth inhibition, HTS (AID 449762); M. tuberculosis H37Rv growth inhibition, 7H9 media; higher % means a stronger effect; inhibition, % at 25 µM, or IC50 in µM where a hit was titrated; hit rate 0.59% among 330,000; in the data active = a potency from the dose series; inconclusive = inhibition above about 70% without an active follow-up result;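 also: bacterial growth assessed after seven days of incubation; strong numbers were not always called active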
# Numbers without * were called inactive; i = inactive; ? = inconclusive; . = no result given.
# Start of the listing, in advance, five compounds:
entry | structure | Salmonella PhoP GFP | tuberculosis growth | inhibitors of VEEV | influenza NS1A | H37Rv inhibition
1 | CCN(CC)S(=O)(=O)c1ccc2oc(Nc3ccc4c(c3)OCCO4)nc2c1 | 0% | 6% | 8.1% | 11% | -7%
2 | CC(=O)Nc1ccc(CN2CCCN(C)CC2)cc1 | 7% | -11% | i | -1% | -1%
3 | CCCN(CCC)c1nc(C#N)nc(N(CCC)CCC)n1 | -12% | 9% | 3.7% | -5% | 4%
4 | CCC(=O)c1ccc(OCC(=O)OCC(=O)Nc2cccc(S(=O)(=O)N3CCCC3)c2)cc1 | . | -1% | 2.6% | -2% | -6%
5 | CCC(C)c1ccc(NC(=S)NN2CCOCC2)cc1 (stereo unspecified) | 6% | 18% | 2.6% | -3% | -3%

# All compounds of this part, from the start:
entry | structure | Salmonella PhoP GFP | tuberculosis growth | inhibitors of VEEV | influenza NS1A | H37Rv inhibition
1 | CCN(CC)S(=O)(=O)c1ccc2oc(Nc3ccc4c(c3)OCCO4)nc2c1 | 0% | 6% | 8.1% | 11% | -7%
2 | CC(=O)Nc1ccc(CN2CCCN(C)CC2)cc1 | 7% | -11% | i | -1% | -1%
3 | CCCN(CCC)c1nc(C#N)nc(N(CCC)CCC)n1 | -12% | 9% | 3.7% | -5% | 4%
4 | CCC(=O)c1ccc(OCC(=O)OCC(=O)Nc2cccc(S(=O)(=O)N3CCCC3)c2)cc1 | . | -1% | 2.6% | -2% | -6%
5 | CCC(C)c1ccc(NC(=S)NN2CCOCC2)cc1 (stereo unspecified) | 6% | 18% | 2.6% | -3% | -3%
6 | COc1cccc(C2(C)NC(=O)N(CC(=O)Nc3ccc(N4CCOCC4)cc3)C2=O)c1 (stereo unspecified) | . | -12% | 1.7% | -9% | -10%
7 | CC(C)c1ccc(-c2nc(N3CCCC3)nc3n[nH]c(N)c23)cc1 | 5% | 11% | 1.3% | -14% | -5%
8 | COc1ccc(Cl)cc1N(CC(=O)Nc1ccccc1SC)S(C)(=O)=O | -2% | 14% | i | 2% | -17%
9 | O=C(CSCC(=O)N1CCCCC1)Nc1nc(-c2cccs2)cs1 | -3% | 9% | 0.2% | 6% | -7%
10 | C=CCN1C(=O)C(Cc2cccc(C)c2)SC1=Nc1ccc(C(=O)O)cc1 (stereo unspecified) | -12% | 10% | i | -1% | 2%
11 | COc1ccc(NC(=O)c2ccccc2-c2ccccc2)cc1 | 7% | 20% | 1.5% | -2% | ?
12 | CC(C)CN(C(=O)COC(=O)CCc1c[nH]c2ccccc12)c1c(N)n(Cc2ccccc2)c(=O)[nH]c1=O | -3% | -5% | 1.8% | -13% | 5%
13 | COc1cccc(/C=C/C(=O)OCCN2C(=O)c3ccccc3C2=O)c1 | 8% | 25% | 1.9% | -4% | 1%
14 | CCOC(=O)CN(Cc1sccc1C)C(=O)Nc1ccc(OCC)cc1 | -3% | -20% | 1.5% | 8% | 0%
15 | Cc1ccc(S(=O)(=O)Nc2ccc(-c3csc(-c4ccccc4)n3)cc2)cc1 | -4% | -24% | 4.2% | 12% | 6%
16 | N#Cc1ccc(C(=O)OCC(=O)Nc2ccc(S(N)(=O)=O)cc2)cc1 | 0% | -10% | i | -7% | -2%
17 | O=C(NCCC1=CCCCC1)c1cnsn1 | -3% | ? | 0.7% | -3% | -7%
18 | C=CC[C@H](CC(=O)NCCO)C(=O)N[C@H](COC(=O)[C@H](CC=C)CC(=O)OC(C)(C)C)Cc1c[nH]c2ccccc12 | . | 31% | 6.3% | 2% | 4%
19 | Cc1noc(NS(=O)(=O)c2ccc(NC(=O)c3cnc4n(c3=O)CCS4)cc2)c1C | -14% | 29% | 2.3% | 7% | 3%
20 | Cc1cc(NC(=O)CN2C(=O)/C(=C/c3ccccc3F)SC2=S)no1 | 9% | 19% | 0.4% | 3% | 13%
21 | CC(=O)Nc1ccc(NC(=O)C(Cc2ccccc2)NC(=O)C2CCCCC2)cc1 (stereo unspecified) | 0% | -10% | i | -6% | -6%
22 | Cc1ccccc1-c1nn(-c2ccc(F)cc2F)cc1CNCCCO | 6% | 8% | 0.5% | -4% | -6%
23 | CCOc1ccc(Oc2ccc(S(=O)(=O)N3CCOCC3)cc2N)cc1 | -8% | 13% | i | 3% | 2%
24 | CCCC(=O)N(c1ccc(F)cc1)C1C=CS(=O)(=O)C1 (stereo unspecified) | -3% | -2% | 1.5% | 3% | -7%
25 | O=C(NCc1ccc2c(c1)OCO2)C12CN(Cc3ccccc3)CC1C(c1cccc([N+](=O)[O-])c1)=NO2 (stereo unspecified) | 13% | 13% | 0.9% | -65% | 4%
26 | N=c1c2c(n(Cc3ccc(Br)cc3)c3c1CCC3)CCCC2 | -4% | ? | 2.5% | 0% | 2%
27 | Cc1ccc2c(CN3CCC(C(N)=O)CC3)cc(=O)oc2c1C | -5% | 1% | 3.7% | -4% | 1%
28 | CN(C)S(=O)(=O)c1cccc(NC(=S)N/N=C/C2CC=CCC2)c1 (stereo unspecified) | -3% | 13% | 2.0% | -9% | 6%
29 | CCc1nnc(NC(=O)c2cc(C)nc3ccccc23)s1 | 8% | 2% | 1.3% | -4% | -4%
30 | N=C(N)SCCc1cccc(CCSC(=N)N)c1 | 2% | 18% | 0.8% | 10% | 17%
31 | Cc1ccc(C)c(C(=O)c2ccccc2NC(=O)c2ccccn2)c1 | -7% | 54% | 0.2% | -20% | 6%
32 | C=C1CCN([C@H](C(=O)OCc2ccc(C)cc2)C(C)C)S(=O)(=O)c2ccccc21 | 7% | 22% | i | -8% | 2%
33 | Cn1c(SCC(=O)N2CCCc3ccccc32)nc2ccccc2c1=O | 13% | 39% | 8.8% | -2% | 17%
34 | Cc1ccc(NC(=O)CCCCCN2C(=O)c3ccccc3C2=O)nc1 | -1% | ? | 0.4% | 10% | 3%
35 | CC(=O)c1ccc(N2CCN(C(=O)c3ccc4ccccc4n3)CC2)cc1 | 7% | 21% | 0.3% | 1% | 2%
36 | COc1cccc(/C=N/Nc2c(Cl)cncc2Cl)c1O | 5% | 11% | 7.8% | 1% | 7%
37 | CCn1c(C)nc2cc(C(=O)NNC(=O)[C@@H](NC(=O)c3cc(OC)cc(OC)c3)C(C)C)ccc21 | . | 3% | 0.7% | 4% | 4%
38 | Cc1cccc(-n2c3nc(=O)[nH]c(=O)c-3cc3c(C)nn(-c4ccccc4)c32)c1C | -4% | -1% | i | -8% | -1%
39 | CNS(=O)(=O)c1cccc(C(=O)OC2CCOC2=O)c1 (stereo unspecified) | -8% | -8% | i | -4% | -6%
40 | O=C(NCc1cccs1)C1CC(=O)N(Cc2ccccc2)C1 (stereo unspecified) | . | 1% | i | 2% | 1%
41 | CC1=C(C(=O)OCc2ccccc2)C(c2ccc3c(c2)OCO3)NC(=O)N1CCCC(=O)O (stereo unspecified) | 2% | 0% | i | 6% | -3%
42 | CN1/C(=C\C(=O)c2cccc(S(=O)(=O)N3CCCCC3)c2)C(C)(C)c2ccccc21 | -5% | 8% | 0.4% | -12% | 13%
43 | Cc1cc(OC(=O)c2ccc(OC(C)C)cc2)c([N+](=O)[O-])c(=O)[nH]1 | -4% | 12% | 1.2% | 5% | 5%
44 | Cc1cn(-c2cc(C(=O)Nc3ccc(C)c(NC(=O)N4CCNC4=O)c3)cc(C(F)(F)F)c2)cn1 | -32% | -15% | 0.3% | -13% | 8%
45 | COc1cccc(C(=O)Nc2nnc(C3CCCO3)s2)c1 (stereo unspecified) | -10% | 1% | 7.0% | 2% | -3%
46 | C/C(=N\NC(=O)c1ccco1)c1ccc(C(=O)O)s1 | -7% | -6% | 1.4% | -17% | -5%
47 | Cc1ccc(-n2c(N)cc(=O)nc2SCC(=O)NC2CCCCC2)cc1C | -5% | 0% | 1.0% | 2% | -4%
48 | O=[N+]([O-])c1cc(/C=N/Nc2nc(N3CCOCC3)nc(N3CCOCC3)n2)ccc1Cl | -3% | 22% | i | 3% | 2%
49 | Cc1ccc(S(=O)(=O)N2CCCCC2)cc1NC(=O)c1ccc2c(=O)n3c(nc2c1)CCCCC3 | -14% | 24% | . | . | 0%
50 | CC(=O)N1CCC2(CC1)NC(=O)N(c1ccccc1)N2 | -11% | 77% | 0.6% | -14% | ?

# Additional records.
entry | structure | Salmonella PhoP GFP | tuberculosis growth | inhibitors of VEEV | influenza NS1A | H37Rv inhibition
51 | CCOc1cc(C(=O)CCC(=O)OCC(=O)NC(=O)NCC(C)C)ccc1O | 10% | 2% | 0.3% | -5% | 3%
52 | Cc1nn(C)cc1/C=C1/CC2C3CC=C4CC(O)CCC4(C)C3CCC2(C)C1=O (stereo unspecified) | -12% | 17% | 6.7% | 5% | 2%
53 | S=c1nc[nH]c2c1sc1nc(N3CCOCC3)c3c(c12)CCCC3 | 13% | -15% | 12% | -6% | 7%
54 | CCCOC(=O)Cn1c(=O)c2cc3c(=O)n(CC(=O)OCCC)c(=O)c3cc2c1=O | . | . | 1.2% | 3% | .
55 | CCOC(=O)C1CCCN(C(=O)c2cn(C)c3ccc(S(=O)(=O)N4CCCC4)cc3c2=O)C1 (stereo unspecified) | 21% | -41% | 1.3% | 1% | -3%
56 | Cc1ccc(/C=N\NC(=O)c2cncc(Br)c2)o1 | -6% | 46% | 0.1% | 6% | 15%
57 | Cc1ccccc1OCC(O)CN (stereo unspecified) | 3% | 9% | 1.2% | 5% | 0%
58 | S=C(NCc1ccccc1)Nc1cccc2cnccc12 | 0% | ? | 0.6% | 4% | 1%
59 | COC(=O)CC1C(=O)NC2CCCCC2N1C(=O)CCl (stereo unspecified) | 5% | 41% | ? | . | 4%
60 | O=C(COC(=O)CC(c1ccccc1)c1ccccc1)Nc1c(F)cccc1F | -11% | 24% | . | . | 2%
61 | Cc1cc(Cl)ccc1OCc1nc(-c2ccncc2)no1 | 8% | 12% | . | . | 55%
62 | O=C(CN(Cc1ccco1)C(=O)c1ccc(Cl)cc1)Nc1c(Cl)cc(Cl)cc1Cl | -8% | 9% | 0.1% | 17% | -3%
63 | N#CC1(Nc2ccc([N+](=O)[O-])cc2)CCCC1 | . | . | 2.2% | 16% | .
64 | Cc1ccc2oc(C(=O)N3CCC(N4CCSCC4)CC3)c(C)c2c1 | 2% | -2% | 2.9% | 5% | -4%
65 | CCOC(=O)c1ccc(COC(=O)c2cc(=O)[nH]c3ccccc23)o1 | -6% | 39% | 1.3% | -12% | -6%
66 | O=S(=O)(c1ccc(Cl)c(NC(=S)Nc2cccc(O)c2)c1)N1CCOCC1 | 15% | 28% | i | 5% | 2%
67 | CC(C)Cc1ccc(S(=O)(=O)NCC2CCCO2)cc1 (stereo unspecified) | -2% | 77% | i | -20% | 5%
68 | CCOc1ccc(NC(=O)C(CC(=O)O)Cc2ccc(Br)cc2)cc1 (stereo unspecified) | -3% | 5% | 1.3% | -8% | -4%

# Complete entries, quoted from the list:
# Profile of Cc1ccc2oc(C(=O)N3CCC(N4CCSCC4)CC3)c(C)c2c1 : Salmonella PhoP GFP = 2%; tuberculosis growth = -2%; inhibitors of VEEV = 2.9%; influenza NS1A = 5%; H37Rv inhibition = -4%
# Profile of O=C(CN(Cc1ccco1)C(=O)c1ccc(Cl)cc1)Nc1c(Cl)cc(Cl)cc1Cl : Salmonella PhoP GFP = -8%; tuberculosis growth = 9%; inhibitors of VEEV = 0.1%; influenza NS1A = 17%; H37Rv inhibition = -3%

# Rows are unselected; any-hit rate near 1.6%.
